ELG1 genotoxic – qHTS screen for small molecules that induce genotoxicity in human embryonic kidney (HEK293T) cells expressing luciferase-tagged ELG1. HEK293T ELG1-luciferase reporter, luminescence, 16 h. Potency, µM (top dose mostly 46 µM), for inactives: top-dose activity change, positive = activation, most hits filed as activators. actives 1.3% (n = 330,000). AID 504466, 2011; also: potency is read from the fitted curve at half-maximal effect; % of control where 0% means no effect; nearly all actives have a fitted effect of over 60% in size
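Luminescence read-out: rising ELG1-luciferase signal, reflecting elevated ELG1 protein under genetic stress, flags genotoxic compounds. Cells were treated for 16 hr at 37 °C before ONE-Glo detection.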
NPC1 prom act – qHTS Assay for NPC1 Promoter Activators | Huh7 NPC1 promoter luciferase reporter, 24 h | Potency, µM (titrated, usually from 9.22 µM), for inactives: top-dose activation, usual class: activators | actives 2.4% (n = 320,000) | AID 485313, 2010;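 also: potency is read from the fitted curve at half-maximal effect; % of control where 0% means no effect; nearly all actives have a fitted effect of over 60% in size; reporter is driven by a mutant NPC1 promoter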
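Stably transfected Huh7 (NPC1 promoter→luciferase), 1500 cells/well in Opti-MEM + 10% FBS, 2 h settle, then compound 24 h at 37 °C. Luminescence after 10 min with Amplite reagent.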
Rab9 promoter act – qHTS Assay for Rab9 Promoter Activators. Potency, µM (highest dose often 9.22 µM), without a hit: at the highest dose activation, negative = inhibition, usual class: activators. Huh7 Rab9 promoter-luciferase reporter, luminescence, 24 h. actives 2.8% (n = 320,000); also: potency is read from the fitted curve at half-maximal effect; % of control where 0% means no effect; nearly all actives have a fitted effect of over 60% in size
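Promoter activation is measured as luciferase luminescence in Huh7 cells stably transfected with a Rab9 promoter–luciferase construct, following 24 h compound exposure at 37 °C and 10 min reagent incubation at ambient temperature.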
RORgamma inh – qHTS for inhibitors of ROR gamma transcriptional activity; Nuclear receptor ROR-gamma (Mus musculus), P51450; Drosophila S2 Gal4-RORgamma UAS-luciferase reporter, 20 h; Potency, µM (doses to about 53.6 µM), without a hit: at the top dose activity change, negative = inhibition, actives largely listed as inhibitors; actives 5.4% (n = 310,000); AID 2551, 2010; also: potency is read from the fitted curve at half-maximal effect; % is scaled to controls: 0 for no effect and ±100 for the full control effect; nearly all actives have a fitted effect of over 60% in size
Target sequence (P51450 whole entry, looked up, the tested form may be a part): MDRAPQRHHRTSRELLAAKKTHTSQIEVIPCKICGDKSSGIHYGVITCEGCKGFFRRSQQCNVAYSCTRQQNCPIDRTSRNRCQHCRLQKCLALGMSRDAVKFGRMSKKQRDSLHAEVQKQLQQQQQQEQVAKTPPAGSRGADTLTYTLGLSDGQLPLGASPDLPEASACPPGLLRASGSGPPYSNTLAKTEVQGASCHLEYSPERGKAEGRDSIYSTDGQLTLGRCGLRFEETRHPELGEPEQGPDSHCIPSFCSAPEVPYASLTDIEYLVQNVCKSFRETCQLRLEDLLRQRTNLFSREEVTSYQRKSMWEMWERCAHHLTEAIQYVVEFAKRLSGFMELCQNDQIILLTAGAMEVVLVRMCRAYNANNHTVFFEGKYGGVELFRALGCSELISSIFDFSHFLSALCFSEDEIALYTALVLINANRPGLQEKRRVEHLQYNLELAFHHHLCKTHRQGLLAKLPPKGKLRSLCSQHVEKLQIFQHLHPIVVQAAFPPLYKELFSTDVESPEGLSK
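Drosophila S2 cells stably expressing Gal4-DBD/mouse RORγ fusion under metallothionein promoter plus UAS-luciferase; compound 1 h, then 700 uM CuSO4 induction for 20 h at ambient temperature; inhibition read as reduced luminescence.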
FLuc modulator – qHTS profiling assay for firefly luciferase inhibitor/activator using purifed enzyme and Km concentrations of substrates (counterscreen for miR-21 project); Potency, µM (top dose mostly 57.5 µM), for the others: at the highest dose activity change, negative = inhibition, usual class: inhibitors; AID 588342, 2011; purified FLuc, Km substrates, luminescence inhibition; Luciferin 4-monooxygenase (Photinus pyralis), P08659; actives 6.9% (n = 360,000);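 also: potency is read from the fitted curve at half-maximal effect; plate controls were vehicle for no effect and reference inhibitor for full effect; nearly all actives have a fitted effect of over 55% in size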
Target sequence (P08659 whole entry, looked up): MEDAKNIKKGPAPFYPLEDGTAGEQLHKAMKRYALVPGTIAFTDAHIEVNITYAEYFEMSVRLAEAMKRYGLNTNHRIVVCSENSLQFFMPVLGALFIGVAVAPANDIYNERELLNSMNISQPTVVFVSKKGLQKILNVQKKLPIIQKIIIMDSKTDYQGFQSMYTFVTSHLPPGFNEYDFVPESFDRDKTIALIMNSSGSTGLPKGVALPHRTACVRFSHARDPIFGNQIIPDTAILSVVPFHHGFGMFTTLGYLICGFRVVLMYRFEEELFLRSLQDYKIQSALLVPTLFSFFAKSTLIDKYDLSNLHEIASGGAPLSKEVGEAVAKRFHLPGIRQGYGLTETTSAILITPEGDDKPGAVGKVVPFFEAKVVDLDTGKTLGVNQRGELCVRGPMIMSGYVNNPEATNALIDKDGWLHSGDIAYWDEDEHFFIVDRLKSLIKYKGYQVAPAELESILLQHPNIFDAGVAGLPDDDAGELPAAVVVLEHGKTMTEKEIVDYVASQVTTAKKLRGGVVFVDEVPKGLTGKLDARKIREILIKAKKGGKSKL
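Purified P. pyralis luciferase, 10 nM final, with Km-level 10 uM D-luciferin and 10 uM ATP in 50 mM Tris acetate pH 7.5, 10 mM Mg acetate, 0.01% Tween-20, 0.05% BSA; 6-point qHTS titration about 60 µM downward; luminescence read.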
Giardia kill – Small Molecules that selectively kill Giardia lamblia: qHTS | Giardia lamblia trophozoite viability | activity change, % at 7.66 µM, hits read low | actives 0.15% (n = 340,000); in the data active = activity change below about -80%; inconclusive = between about -30% and that limit;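 also: parasites exposed to compound for two days anaerobically before the ATP read; % is scaled to controls: 0 for no effect and ±100 for the full control effect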
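Giardia trophozoites, 100 cells per well, were exposed to compounds for 48 hrs at 37 deg C under anaerobic conditions; viability was then read as ATP content by bioluminescence after 15-30 min at room temperature.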
p53 reactivation – qHTS assay for re-activators of p53 using a Luc reporter. H1299 p53-A138V BP100-luciferase reporter, luminescence, 24 h. Potency, µM (titrated, usually from 92.2 µM), for the others: at the highest dose activity change, positive = activation, hits mostly activators. actives 0.063% (n = 320,000); also: potency is read from the fitted curve at half-maximal effect; % of control where 0% means no effect; nearly all actives have a fitted effect of over 45% in size
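p53-null H1299 cells stably carrying temperature-sensitive p53-A138V and a BP100-luciferase reporter were pinned with compounds (4-point, 1:5 series) and held 24 hrs at 37 deg C. Luminescence was read 10 min after detection reagent.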
VP16 counter – VP16 counterscreen qHTS for inhibitors of ROR gamma transcriptional activity | Drosophila S2 Gal4-VP16 UAS-luciferase, luminescence, 20 h | Potency, µM (top dose mostly 53.6 µM), for inactives: at the top dose activity, negative = inhibition, usual class: inhibitors | actives 3.5% (n = 310,000) | AID 2546, 2010;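 also: Gal4-VP16 expression switched on by copper sulfate through the metallothionein promoter; potency is read from the fitted curve at half-maximal effect; % is scaled to controls: 0 for no effect and ±100 for the full control effect; nearly all actives have a fitted effect of over 50% in size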
BRCA1 expr act – qHTS Assay to Identify Small Molecule Activators of BRCA1 Expression | MCF7-BRCA1-FFLuc reporter, luminescence, 48 h; response scale: scaled: vehicle 0%, 10 µM genistein 100% | actives 1.1% (n = 380,000) | AID 624202, 2012 | Potency, µM (highest dose often 46.1 µM), inactives show at the highest dose activation, most hits filed as activators; also: potency is read from the fitted curve at half-maximal effect; nearly all actives have a fitted effect of over 80% in size; some results filed as inactive show a strong effect at the top dose
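Reporter cells (MCF7, BRCA1 promoter-firefly luciferase) received library compounds across a concentration series for 48 h. End-point luminescence was measured and concentration-effect curves derived after normalization.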
PKM2 act – qHTS Assay for Activators of Human Muscle isoform 2 Pyruvate Kinase; Potency, µM (doses to about 57.5 µM), without a hit: top-dose activation, hits mostly activators; Pyruvate kinase PKM (Homo sapiens), P14618; actives 0.34% (n = 260,000); purified PKM2, Kinase-Glo ATP luminescence, activation; response scale: 0% is enzyme alone, no compound; also: potency is read from the fitted curve at half-maximal effect; % is scaled to controls: 0 for no effect and ±100 for the full control effect; nearly all actives have a fitted effect of over 55% in size
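hPK-M2, >95% pure; 0.1 mM ADP / 0.5 mM PEP final; imidazole pH7.2 buffer w/ 7 mM MgCl2, 50 mM KCl; 1 h RT; Kinase-Glo lum. Intermediate enzyme activity for dual inhibitor/activator qHTS.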
Menin-MLL TR inh – qHTS Assay for Inhibitors Targeting the Menin-MLL Interaction in MLL Related Leukemias: Competition With Texas Red Labeled MLL-derived Mutant Peptide. O00255. Menin + Texas Red MLL mutant peptide, fluorescence polarization. Potency, µM (titrated, usually from 61.6 µM), without a hit: at the highest dose FP activity change, negative = inhibition, actives largely listed as inhibitors. actives 0.23% (n = 270,000). AID 1768, 2009; active = well fitted inhibition curve with a large enough effect in the polarisation, with a control signal flat, not every such curve was filed as active; inconclusive = small, poorly fitted or top-dose-only effect, or effect the other way, or a change in a side signal; inactive = no such curve, though single readings can be large or run the other way; the % refers to the polarisation; also: potency is read from the fitted curve at half-maximal effect; % of control where 0% means no effect; many of its hits are not listed in these tables
Numbers without * were called inactive; ? = inconclusive; / = not tested or not shown; & = joins results of further samples; [ ] = dose if it differs, or a comment. Unless noted, calls follow the shape of the dose curve; as a rule, active = well fitted curve in the direction sought with a large enough effect; inconclusive = small, poorly fitted or top-dose-only effect, or another doubt; inactive = no such curve, though single readings can be large; an effect the other way counts as inactive or inconclusive. Not all compounds are listed; the hit share may differ from the screen's.

structure	ELG1 genotoxic	NPC1 prom act	Rab9 promoter act	RORgamma inh	FLuc modulator	Giardia kill	p53 reactivation	VP16 counter	BRCA1 expr act	PKM2 act	Menin-MLL TR inh
CCOC(=O)Cn1cnc2scc(-c3ccc(C)c(C)c3)c2c1=O	-11%	0%	-3%	23%[1.91 µM]	6%	-6	/	2%	-11%	3%	/
CCOc1cccc2cc(-c3csc(NC(=O)CCC(=O)NCCN4CCCCC4C)n3)c(=O)oc12 (centres undefined)	?	?	?	?	11µM*	-10	?	-6%[10 µM]	?	5%	?
Cc1ccc(-c2nnc(-c3ccc(NC(=O)Cc4cccs4)cc3)o2)cc1	?	-1%	10%	13%	-1%	29	1%	-14%	-20%	-3%	?
Cc1nn(-c2cc(C)c3ccccc3n2)c2c1CCC2	0%	10%	15%	2.2µM*	?	-2	7%	?	1%	3%	-25%
O=C(CCC(F)(F)F)N1CCC(CO)(CCc2ccccc2)CC1	5%	?	5%	22%	-10%	16	/	11%	0%	-1%	-2%
Cc1cc(Br)ccc1NC(=O)c1sc2ncnc(N3CCN(c4ccccn4)CC3)c2c1C	-8%	-20%	0%	19%	-1%	-13	-1%	-5%	-32%	4%[0.46 µM]	14%
COCCn1c(N)c(N(Cc2ccccc2)C(=O)c2ccc(-c3ccc(Cl)cc3)o2)c(=O)[nH]c1=O	-26%	-1%	-7%	/	-2%	-8	-3%	/	-32%	/	/
O=C(NCc1ccc(Cl)cc1)C1C2C=CC3(CN(Cc4cccnc4)C(=O)C13)O2 (centres undefined)	3%	2%	3%	8%	-1%	-3	-7%	-3%	7%	-1%	4%
CCOC(=O)c1ccc(NC(=S)N2CCN(CCN=CC3=C(O)CC(c4ccccc4)CC3=O)CC2)cc1 (centres undefined)	-3%	1%	0%	?	-3%	24	-5%	2%	2%	-2%	/
Cn1ncc(C(=O)Nc2ccc(Cl)cc2)c1C(F)(F)F	-6%	-2%	-4%	6%	-9%	1	2%	8%	-9%	-4%	/
C=C(C)C(=O)OCC(=O)NCc1ccccc1	10%	0%	4%	19%	?	-9	4%	27%	5%	1%	1%
Cc1ccc(C)c(N2CCN(S(=O)(=O)c3csc(C(N)=O)c3)CC2)c1	1%[9.26 µM]	-1%	0%	1%	5%&5%	20	4%	-14%	-31%	/	26%
O=P(O)(CCc1ccccn1)CN1CCCCC1	0%	-3%	-1%	-16%	0%	3	-6%	3%	-10%	-1%	-8%[11.7 µM]
CC1CCN(c2cc(C#N)c(C#N)cc2[N+](=O)[O-])CC1	/	/	/	-11%	2%	-11	/	0%	-3%	1%	?
COc1ccccc1CCNC(=O)CSc1ccc(-c2cccs2)nn1	4%	-6%	-4%	9%	-15%	-7	-1%	0%	14%	8%	-12%
COc1ccc(N(CC(=O)NCc2ccc(Cl)cc2)S(=O)(=O)c2c(C)noc2C)cc1	-5%	-17%	1%	-12%	1%	-3	2%	-16%	-33%	/	/
NC(=O)c1ccsc1NC(=O)COC(=O)c1ccccc1NCc1ccco1	-3%	3%	15%	?	?	13	9%	28%	-2%	9%	?
C[C@H](NC(=O)c1nc[nH]c1C(=O)N[C@H](C)c1ccccc1)C(=O)OC(C)(C)C	-2%	0%	6%	?	4%	-6	2%	?	0%	0%	-12%
COc1cccc(NC(=O)CSc2nc3ccccc3c(=O)n2Cc2cccs2)c1	1%	1%	1%	31%	5%	13	-5%	?	-16%	15%	1%
CCN(CCS(=O)(=O)c1ccc(Cl)cc1)C(=O)Nc1ccccc1	1%	-3%	-4%	14%	1%	-4	-3%	0%	-4%	-5%	/
CCC(C(=O)N1CC2(C)CC1CC(C)(C)C2)N1C(=O)c2ccccc2C1=O (centres undefined)	-6%	-1%	6%	?	2%	-4	-9%	-5%	-9%	-12%	3%
COc1ccc(NC(=O)CN(C)C(=O)c2cccnc2Sc2ccc(C)c(C)c2)cc1	-2%	-1%	4%	/	-6%	-24	18%	/	-13%	/	/
CCCc1cc(-c2n[nH]c(=S)n2CC(C)C)cs1	1%	0%	-4%	3.5µM*	1%	7	-3%	11µM*	-15%	3%	4%
CCc1ccc(NC(=O)C(C)OC(=O)C2CCC(=O)N2)cc1 (centres undefined)	6%	7%	13%	23%	-4%	-20	1%	7%	0%	-9%	7%

Random excerpt: 2 records from the list
structure	ELG1 genotoxic	NPC1 prom act	Rab9 promoter act	RORgamma inh	FLuc modulator	Giardia kill	p53 reactivation	VP16 counter	BRCA1 expr act	PKM2 act	Menin-MLL TR inh
CCCc1cc(-c2n[nH]c(=S)n2CC(C)C)cs1	1%	0%	-4%	3.5µM*	1%	7	-3%	11µM*	-15%	3%	4%
CCc1ccc(NC(=O)C(C)OC(=O)C2CCC(=O)N2)cc1 (centres undefined)	6%	7%	13%	23%	-4%	-20	1%	7%	0%	-9%	7%

(next part)
structure	ELG1 genotoxic	NPC1 prom act	Rab9 promoter act	RORgamma inh	FLuc modulator	Giardia kill	p53 reactivation	VP16 counter	BRCA1 expr act	PKM2 act	Menin-MLL TR inh
Cc1c(Cc2ccc3c(c2)OCO3)sc(NC(=O)c2cccc3ccccc23)c1C(N)=O	6%	1%	-4%	?	?	-21	17%	6%	-36%	-16%	?
COC(=O)c1cccc(NS(=O)(=O)c2cccs2)c1C	/	/	/	38%	-3%	-13	/	29%	14%	9%	-9%
Cc1nn(Cc2ccc(C(=O)NC(C)(C)C)o2)c(C)c1Br	-8%	-21%	-24%	?	-1%	5	-4%	10µM*	-27%	0%	-20%
C=CCc1ccc(OCCOc2cccc3cccnc23)c(OC)c1	0%	1%	-5%	-43%	-18%	-13	-5%	5%	17%	-2%	-9%
CC(=O)Nc1ccc(NC(=O)CSc2ncc(C(=O)Nc3ccc(Cl)cc3)c(=O)n2C)cc1	?	12%	22%	/	?	-11	?	/	-7%	/	/
CCn1c(SCC(=O)Nc2cccc(F)c2)nnc1-c1cc2cc(Br)ccc2o1	?	-1%	1%	?	-13%	-8	9%	?	-16%	-7%	-2%
CN(C)c1nc(-c2ccccc2)c2cc(Cl)ccc2n1	0%	-3%	0%	4%	-1%	-21	0%	2%	-14%	/	15%
COc1cc2c(cc1OC)CN(CC(=O)NC(=O)NC1CCCCC1)CC2	-4%	0%	-9%	5%	2%	8	1%	-12%	-5%	0%	?
O=C(Cn1nc(-c2ccccc2)ccc1=O)Nc1ccc(N2CCN(C(=O)c3cccs3)CC2)cc1	-9%	-3%	-1%	1%	5%	-16	-5%	-12%	-29%	1%	4%
COc1ccc(-c2[nH]ncc2CN2CCC(c3ccncc3)CC2)cc1F	-2%	1%	2%	16%	2%	-5	-3%	-4%	-11%	2%	/
COc1ccc(-n2c(=O)c3ccccc3c3ccccc3c2=O)c(OC)c1	4%	-4%	0%	3%	-2%	1	7%	3%	65%	-2%	8%
N=c1c2ccccc2nnn1-c1cccc(C(F)(F)F)c1	3%	1%	-21%	28%	-5%	-2	2%	-15%	15%	0%	12%
Cn1nccc1C(=O)N1CCc2ccccc21	0%	-2%	1%	-21%	-3%	-8	5%	1%	16%	10%	12%

Screening results as filed in PubChem BioAssay.
